Assay outcomes as filed in PubChem.
hK5 inh: blocks human kallikrein 5 protease activity; recombinant hK5, fluorogenic AMC substrate cleavage; inhibition, % at 5 µM; hit rate 0.59% among 210,000;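 active means inhibition of 40% or more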;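 further: 0% = enzyme controls without compound and 100% = no-enzyme blanks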
Rad51 HR inh: Rad51 (human) homologous recombination inhibition. Q06609. hit rate 0.085% among 200,000. hRad51 DNA strand exchange, fluorescence dequenching. AID 1385. inhibition, % at 10 µM;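 active means inhibition above 40% at the single screening dose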;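 further: 0% = DMSO control wells and 100% = blanks with heterologous ssDNA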
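Test system: preformed human Rad51 ssDNA filaments; also added: Donor/quencher-labelled 47-bp dsDNA substrate; doses: 10 µM final, single point; times: 37 °C 15-min filament assembly, 30-min compound preincubation, 15-min exchange; detection: FRET fluorescence dequenching, excitation 485 nm, emission 520 nm; read-out basis: Fluorescence-based percent inhibition, control- and blank-normalised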
EBV gp42 block: inhibitors of Epstein-Barr virus glycoprotein 42; hit rate 0.42% among 220,000; Q1HVG2; inhibition, % (tested at 21.74 µM); Fluorescence polarization binding assay, mP read-out; in the data active means inhibition above about 50%
NCF1 inh: p47phox (human) inhibition; p47phox/p22phox peptide binding, fluorescence polarization, 2 h; hit rate 0.53% among 220,000; P14598; inhibition, % at 24.7 µM;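 further: 0% = p47phox with labelled peptide and 100% = labelled peptide alone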
Cl transport mod: KCC2 (human) Cl- transport modulation; Q9H2X9; KCC2 cells, thallium flux FluoZin-2 fluorescence; B-score of Tl+ flux slope (higher = more flux/activation; lower = inhibition) at 10 µM; hit rate 2.2% among 190,000; AID 1456;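 active means thallium flux slope and its plate-corrected score both differing from the plate sample mean at a set confidence after two filtering rounds, in either direction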;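 further: slope of fluorescence scaled to starting intensity during 10 to 20 s after thallium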
eIF4E 4G PPI: blocks eIF4E binding to eIF4G; TR-FRET eIF4E-eIF4GI(517-606) binding, 2 h; inhibition, % at 21.7 µM; hit rate 0.37% among 220,000; AID 782;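 further: 0% = full FRET control wells and 100% = background wells lacking eIF4GI fragment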
Target sequence (P63073 whole entry, looked up, the tested form may be a part): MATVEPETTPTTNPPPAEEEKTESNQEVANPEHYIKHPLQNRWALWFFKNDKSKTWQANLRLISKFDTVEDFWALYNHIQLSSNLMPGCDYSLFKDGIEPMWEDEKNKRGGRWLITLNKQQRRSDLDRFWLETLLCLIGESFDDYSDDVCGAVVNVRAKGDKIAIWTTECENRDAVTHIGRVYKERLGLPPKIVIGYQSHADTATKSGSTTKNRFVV
Target sequence (Q04637 whole entry, looked up, the tested form may be a part): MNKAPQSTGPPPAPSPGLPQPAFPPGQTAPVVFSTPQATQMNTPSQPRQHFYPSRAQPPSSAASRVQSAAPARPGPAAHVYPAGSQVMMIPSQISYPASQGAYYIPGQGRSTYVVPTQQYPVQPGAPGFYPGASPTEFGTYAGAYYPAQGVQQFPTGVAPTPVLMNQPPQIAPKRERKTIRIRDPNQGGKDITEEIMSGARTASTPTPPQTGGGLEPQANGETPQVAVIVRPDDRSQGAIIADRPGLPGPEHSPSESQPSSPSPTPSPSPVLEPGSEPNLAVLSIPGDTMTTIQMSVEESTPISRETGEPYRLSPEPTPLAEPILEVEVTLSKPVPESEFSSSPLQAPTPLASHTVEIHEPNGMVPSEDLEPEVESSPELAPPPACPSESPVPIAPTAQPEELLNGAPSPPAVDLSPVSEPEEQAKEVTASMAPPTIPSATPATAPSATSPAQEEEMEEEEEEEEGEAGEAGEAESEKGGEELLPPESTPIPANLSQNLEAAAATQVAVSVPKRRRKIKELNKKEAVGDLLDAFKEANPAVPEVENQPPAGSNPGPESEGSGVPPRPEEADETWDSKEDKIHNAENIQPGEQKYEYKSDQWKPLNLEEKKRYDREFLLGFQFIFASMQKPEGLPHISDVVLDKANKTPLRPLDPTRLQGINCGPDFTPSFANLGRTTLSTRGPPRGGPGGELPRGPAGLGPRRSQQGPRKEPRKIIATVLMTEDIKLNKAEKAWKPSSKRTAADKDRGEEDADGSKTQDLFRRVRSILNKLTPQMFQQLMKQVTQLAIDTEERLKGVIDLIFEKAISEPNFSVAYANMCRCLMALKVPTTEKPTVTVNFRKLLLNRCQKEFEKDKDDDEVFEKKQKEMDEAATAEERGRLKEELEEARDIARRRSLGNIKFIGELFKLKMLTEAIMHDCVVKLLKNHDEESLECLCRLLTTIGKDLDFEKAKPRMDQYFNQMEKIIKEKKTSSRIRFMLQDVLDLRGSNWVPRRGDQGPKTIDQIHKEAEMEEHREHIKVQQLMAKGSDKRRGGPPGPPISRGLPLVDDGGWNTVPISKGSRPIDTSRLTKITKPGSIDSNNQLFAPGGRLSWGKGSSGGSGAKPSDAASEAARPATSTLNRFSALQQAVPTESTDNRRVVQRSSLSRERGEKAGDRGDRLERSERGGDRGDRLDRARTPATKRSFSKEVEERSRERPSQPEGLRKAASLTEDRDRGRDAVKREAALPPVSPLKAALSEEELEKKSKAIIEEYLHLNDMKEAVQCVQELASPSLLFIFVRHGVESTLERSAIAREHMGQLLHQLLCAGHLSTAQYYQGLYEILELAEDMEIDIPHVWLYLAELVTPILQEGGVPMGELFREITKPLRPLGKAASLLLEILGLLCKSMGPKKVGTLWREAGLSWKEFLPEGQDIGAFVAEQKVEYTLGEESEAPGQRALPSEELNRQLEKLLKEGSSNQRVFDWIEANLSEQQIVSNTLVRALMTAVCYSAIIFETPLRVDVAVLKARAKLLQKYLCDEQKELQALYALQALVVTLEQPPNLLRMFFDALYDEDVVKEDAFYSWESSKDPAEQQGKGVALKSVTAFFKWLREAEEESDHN
Furin inhibitor: inhibitors of human furin | AID 463115 | purified furin, fluorogenic substrate cleavage | inhibition, % at 30 µM | hit rate 0.061% among 220,000; in the data active means inhibition above about 25%; further: inactives centre near -15
Thrombin inh: inhibitors of human thrombin | P00734 | alpha-thrombin, Boc-VPR-AMC fluorogenic substrate cleavage | inhibition, % at 5 µM | hit rate 0.26% among 220,000;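 active means inhibition at or above 40%; inactive means inhibition below 40%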;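 further: 0% = enzyme with no compound and 100% = wells without enzyme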
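System: Human alpha-thrombin protein | Medium: pH 7.5 Tris (50 mM) with NaCl 150 mM, Tween 20 0.05% | Times: Enzyme reaction carried out at room temperature | Detection: AMC fluorescence, 355/460 nm | Evaluation: Percent inhibition scaled between no-compound controls and no-enzyme blanks | Benchmarks: Enzyme without compound as high, wells lacking enzyme as low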
14-3-3 Bad PPI: disrupts binding of bovine 14-3-3 zeta to phospho-Bad peptide | P63103 | TR-FRET 14-3-3zeta/Dy647-pBad peptide displacement, 1 h | inhibition, % at 21.7 µM | hit rate 0.71% among 220,000;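 active means inhibition above about 70%, limit read from the data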;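 further: 0% = full 14-3-3 plus peptide FRET controls and 100% = background without 14-3-3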
Active calls of the source: *; · = no result given; [ ] = another dose, or the depositor's remark.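 How the source made its calls, unless noted: active means inhibition above about 30% (limit read from the data); inactive means the rest.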

SMILES	hK5 inh	Rad51 HR inh	EBV gp42 block	NCF1 inh	Cl transport mod	eIF4E 4G PPI	Furin inhibitor	Thrombin inh	14-3-3 Bad PPI
CCOC(=O)C1CCN(c2nc(-c3ccc(Br)cc3)nc3ccccc23)CC1	-4	5	-12	-4	0.5	1	-7	-6	-4
Cn1c(SCC(=O)NCCc2ccc(S(N)(=O)=O)cc2)nc2ccccc2c1=O	4	4	-19	-4	-0.44	5	-21	-2	0
CC(C)C(=O)Nc1ccc(C(=O)N2CCCCCC2)cc1	-13	-3	-21	-10	0.54	-6	-7[20 µM]	-10	-2
CCOC(=O)c1ccc(Nc2nc(C(=O)OCC)nc3ccccc23)cc1	-17	1	-1	-19	-0.8	3	6[20 µM]	4	2
O=C(Cc1ccccc1)NCC(=O)N1CCCCC1	-16	5	-12	-5	0.54	1	-23	3	-5
Cc1ccc(C)c(N2CCN(C(=O)c3cc4ccccn4n3)CC2)c1	-5	-7	11	-4	0.41	-5	-3	0	-7
C(=N\c1nc2ccccc2n1CCN1CCCCC1)/c1cccs1	-1	-7	-6	-11	0.81	18[fluorescence artefact?]	-4	-6	5
O=c1cc(C(F)F)oc2c1ccc1ccccc12	-36	11	-22	-7	-0.27	6	-7	3	6
CCOC(=O)c1[nH]c(C)c(C(=O)N2CCc3ccccc32)c1C	-1	-2	7	-7	-0.77	0	-5	-2	-1
CN(C)c1ccc(C=Nc2cnn(C)c2C(N)=O)cc1	-2	2	-14	-21	·	-1	-13	4	-4
O=C(NCc1ccccc1)C(=O)Nc1nc(-c2ccccc2)cs1	-5	·	-12	-7	27*	-3	2	-2	-3
O=C(N/N=C/c1c(Nc2cccc(C(F)(F)F)c2)nc2ccccn2c1=O)c1ccccc1	11	-3	-35	-44	0.11	-7	-28[20 µM]	6	1
O=C(Nc1cccc(F)c1)/C(=C\c1ccco1)NC(=O)c1cccs1	-13	-10	-22	-33	-0.54	-5	-6[20 µM]	1	-10
CCN(CC)S(=O)(=O)c1ccc(Oc2ccccc2)cc1	4	2	-13	-13	-0.49	-3	-7[20 µM]	1	-2
CC(=O)Nc1ccc(Oc2ccc(NC(C)=O)c(NC(C)=O)c2)cc1	3	11	-10	1	0.63	1	-33	-2	-19
COc1ccc(NC(=O)c2oc3ccccc3c2NC(=O)C2CCCO2)cc1OC (centres undefined)	9	8	-1	-9	0.034	-1	-12	1	-19
COC(=O)c1ccccc1-n1cccc1C(=O)NP(=O)(N1CCOCC1)N1CCOCC1	-13	-3	-15	-5	-0.48	-4	-25	-6	-4
C/C(=N\N=C(N)N)c1ccc(C)c(C)c1	-2	·	-10	-5	-0.27	-5	-10	-12	-18
Cc1c(NC(=O)CN2CCN(c3ccc([N+](=O)[O-])cc3)CC2)c(=O)n(-c2ccccc2)n1C	-1	18	-6	-3	3.9e-08	-3	-23	-2	-10
CN1C(=O)C(/C(N)=N/NC(=O)c2ccccc2)C2CC1(C)Oc1ccccc12 (centres undefined)	-7	31	-18	-6	0.88	-1[fluorescence artefact?]	-17	0	7[fluorescence artefact?]
CN1CCN(CCCNC(=O)Nc2cccc3ccccc23)CC1	12	·	-13	-7	·	10	-24	6	11
CCOC(=O)C1C(=O)NC(c2ccccc2)=NC1c1ccccc1 (centres undefined)	-5	-10	-12	-6	1.2	0	-24[20 µM]	-10	11[fluorescence artefact?]
O=C(NCC1(c2ccccc2)CCCC1)c1ccco1	-3	4	3	-5	-0.58	-1	-23	-7	-8
CCO[C@H]1OC(C(=O)NCc2ccccc2)=C[C@@H](c2coc3ccccc3c2=O)[C@@H]1CCCO	2	-3	-7	-8	-2.8*	0	-26	1	1
CC1CN(c2ccc([N+](=O)[O-])c(NCCOc3ccccc3)c2)CCN1 (centres undefined)	1	2	6	-42	0.26	-1	-14	-7	-9
O=C(Cc1ccccc1)NC(=S)Nc1ccc2oc(-c3ccccc3)nc2c1	-1	-12	8	-2	-0.56	2	-17	-11	-1[fluorescence artefact?]
COc1ccc(O)c(C(=O)c2cnc3nc4ccccc4n3c2)c1	-32	·	1	-24	-0.35	3	-21	-4	-3[fluorescence artefact?]
CN(C)c1nc2ccc(OCCN3CCCCC3)cc2s1	0	-7	-9	5	0.45	6[fluorescence artefact?]	-17	6	-1
CC(=O)Nc1cccc(/C(C)=N/NC(=O)c2ccc(Cl)cc2Cl)c1	-1	-2	-4	2	-0.85	2	-11	-7	-18
CC(C)(C)c1ccc(COC(=O)Nc2ccc(F)cc2)cc1	-6	7	-10	2	0.19	5	-23	-2	-7

Molecules listed so far that contain a thiophene ring, fused or not (two):
SMILES	hK5 inh	Rad51 HR inh	EBV gp42 block	NCF1 inh	Cl transport mod	eIF4E 4G PPI	Furin inhibitor	Thrombin inh	14-3-3 Bad PPI
C(=N\c1nc2ccccc2n1CCN1CCCCC1)/c1cccs1	-1	-7	-6	-11	0.81	18[fluorescence artefact?]	-4	-6	5
O=C(Nc1cccc(F)c1)/C(=C\c1ccco1)NC(=O)c1cccs1	-13	-10	-22	-33	-0.54	-5	-6[20 µM]	1	-10

(continued)
SMILES	hK5 inh	Rad51 HR inh	EBV gp42 block	NCF1 inh	Cl transport mod	eIF4E 4G PPI	Furin inhibitor	Thrombin inh	14-3-3 Bad PPI
CCOC(=O)CNC(=O)N1CCCC(C(=O)c2ccccc2SC)C1 (centres undefined)	-1	2	9	5	0.76	-1	-12	-14	-1
CCC(CC)c1nnc(NC(=O)C2CC(=O)N(c3ccc4c(c3)OCCO4)C2)s1 (centres undefined)	-8	-5	-9	-7	-1.4	-3	-27	-4	0
COC(=O)c1cccc(C(=O)Nc2ccc(C)cc2Br)n1	20	·	-9	-9	·	-2	-25	2	6
Cc1cc(C)n2ncc(C(=O)Nc3cccc(O)c3)c2n1	1	·	-17	6	-0.086	-2	-3	-1	-14
CCOC(=O)C1CCCN(C(=O)COC(=O)c2ccc(C#N)cc2)C1 (centres undefined)	1	1	-13	-4	-1	-1	-18	-13	-7
CCOC(=O)C(C)Oc1ccc(OCc2ccccc2)cc1 (centres undefined)	2	13	-8	-4	-0.92	0	-18	-5	5
Cc1ccc2c([N+](=O)[O-])c(C)ccc2n1	-3	3	-12	-12	-0.82	-6[fluorescence artefact?]	-4	0	3[fluorescence artefact?]
C/C(=N\NC(=O)c1c(-c2ccccc2Cl)noc1C)c1cccc(NC(=O)C(C)C)c1	-13	·	9	-4	-0.21	-7	-9	-1	-8
C=CCNC(=O)/C(C#N)=C\c1cc(Cl)c(OCC)c(OC)c1	-4	3	7	-3	0.16	1[fluorescence artefact?]	-14	-6	-3[fluorescence artefact?]
COc1ccc(/C=N/Nc2nc3ccccc3[nH]2)cc1OC	-31	-8	-6	-30	-0.49	1	10	-4	-8
CCOC(=O)c1cc(CC)sc1NC(=O)COC	-22	4	-18	-14	·	-8	-21[20 µM]	1	-5
COC(=O)NNC(=O)/C=C/c1ccccc1	-1	·	4	1	0.24	-4	-9	0	-20
COc1ccc(-c2cc(C(=O)O)c3sc(N4CCCCC4)nc3n2)cc1OC	-9	-5	1	-39	-0.25	0	-6	1	16
N#CC1=C(N)N2C(=C(C#N)C1c1cccc(Br)c1)Nc1ccccc12 (centres undefined)	-3	-7	-45	-19	-0.071	3	-12	7	1
O=C(NCCCc1ccccc1)c1cc([N+](=O)[O-])ccc1Cl	0	·	-23	0	-7.5*	2	-13	-1	-2
Cc1ccc(OCC(=O)Nc2ccccc2-c2ccccc2NC(=O)COc2ccc(C)cc2)cc1	-5	0	-9	-23	-0.05	1[fluorescence artefact?]	-9	-1	0
O=C1NC(=S)N(C(=O)c2ccc(F)cc2)/C1=C/c1cccnc1	6	14	-5	-11	0.72	-3	-20	-2	4
Cn1c(N)c(C(=O)COC(=O)C(Cc2ccccc2)NC(=O)c2ccccc2)c(=O)n(C)c1=O (centres undefined)	-5	1	-17	0	-0.36	3	-14	-9	10
Cc1cc(N2CCOCC2)n2cc(-c3ccc(F)cc3)nc2n1	9	·	-13	0	·	6	-15	-1	6
Cc1ccc(C(=O)N/C(=C\c2cccc([N+](=O)[O-])c2)C(=O)OCN2C(=O)c3ccccc3C2=O)cc1	-2	·	-34	19	1	-8[fluorescence artefact?]	-12	4	-8
COC(=O)C(C)N=Cc1ccccc1 (centres undefined)	0	8	6	10	0.17	2	-17	-7	3
CC1=NNC(=O)C1CC(=O)N/N=C/C=C/c1ccccc1 (centres undefined)	-4	16	-1	-24	-0.47	-4	-21	0	-7
COc1ccc(NS(=O)(=O)c2cccc(C(=O)O)c2)cc1	-115	-1	-1	-5	0.44	0	-23	6	-2
CCOc1ccc(NC(=O)CSc2n[nH]c(=O)n2-c2ccccc2)cc1	-18	2	-3	-9	-0.0014	-3	-23[20 µM]	-2	-9
COc1ccc(NC(C)=O)cc1NC(=O)CN1CCN(CC(=O)Nc2ccc(Cl)cc2)CC1	-2	·	10	0	·	7	-21	-3	-5
CCOc1ccc(N2C(=O)CC(N(Cc3ccco3)C(=O)CC)C2=O)cc1 (centres undefined)	·	·	-13	-18	0.33	1	-29	-2	-9
COc1cc(C(=O)Nc2ccccc2-c2nnn(CC(N)=O)n2)cc(OC)c1OC	-2	-7	-8	-1	1.3	5	-6[20 µM]	4	-1
CCc1[nH]nc2c1C(c1cccnc1)C(C#N)=C(N)O2 (centres undefined)	35	-2	-3	-4	1.3	-4	-13[20 µM]	19	-2
NC(=O)/C=C/C(=O)Nc1ccc(Cl)cc1	8	-2	-6	-2	-0.44	-2	-26	4	-9
COc1cccc(NC(=O)c2ccc(NCCCN3CCC(C)CC3)c([N+](=O)[O-])c2)c1	-6	11	-5	-1	-0.16	1	-19	2	-19

Cl transport mod, what is marked active above.
mol	hK5 inh	EBV gp42 block	NCF1 inh	Cl transport mod	eIF4E 4G PPI	Furin inhibitor	Thrombin inh	14-3-3 Bad PPI
O=C(NCc1ccccc1)C(=O)Nc1nc(-c2ccccc2)cs1	-5	-12	-7	27*	-3	2	-2	-3
CCO[C@H]1OC(C(=O)NCc2ccccc2)=C[C@@H](c2coc3ccccc3c2=O)[C@@H]1CCCO	2	-7	-8	-2.8*	0	-26	1	1
O=C(NCCCc1ccccc1)c1cc([N+](=O)[O-])ccc1Cl	0	-23	0	-7.5*	2	-13	-1	-2

Going on with the list.
SMILES	hK5 inh	Rad51 HR inh	EBV gp42 block	NCF1 inh	Cl transport mod	eIF4E 4G PPI	Furin inhibitor	Thrombin inh	14-3-3 Bad PPI
CC(=O)c1c(N)n(C)c(=O)n(C)c1=O	4	2	-12	-4	0.68	-8	-17	-1	-4
Cc1cc(C)nc(/N=C(\N)Nc2ccc(S(=O)(=O)Nc3nc(C)cc(C)n3)cc2)n1	-1	·	2	-2	·	0	-5	0	1
NC(=O)C1CCN(CC(O)CSc2ccccc2)CC1 (centres undefined)	4	16	-20	-11	0.73	12	-7	2	5
Cc1occc1-c1nnc(SCC(=O)N2CCOCC2)n1Cc1ccco1	3	-3	-11	-10	6.4*	-4	-7	-1	10
COc1ccccc1OCc1nc(Cc2ccc(Cl)cc2)no1	-6	7	4	-10	-0.81	-5	14[20 µM]	1	-3
Cc1ccc(S(=O)(=O)Cc2ccc(C(=O)N3CCN(Cc4ccccc4)CC3)o2)cc1	-18	·	1	-3	-1.4	10	-32	-3	14
CCOC(=O)CSC1=NC(=O)/C(=C/c2ccc(OC)cc2)S1	-4	·	-31	-36	0.22	1	-4	6	2[fluorescence artefact?]
c1ccc(-c2nc3ccccn3c2NCc2ccc3c(c2)OCO3)cc1	20	0	19	-15	-1.1	1	-5[20 µM]	21	-6
COc1ccccc1OCc1nnc(SCC(=O)Nc2ccc(C)cc2)n1C	-21	4	-8	-16	·	1	-12	-9	-16
Cc1ccc2nc3c(cc(C#N)c(=O)n3CC3CCCO3)c(=O)n2c1 (centres undefined)	-136	-2	11	-13	-0.41	-1	-143	-26	2
CC(C)C(=O)Nc1ccc2c3c(cccc13)CC2	11	-3	-9	-2	0.48	4	-20	-12	-2
